GSK3A inh – inhibitors of human GSK-3 alpha kinase; inhibition, % at 10 µM; 320,000 compounds, 0.1% hits; ADP-Glo luminescence, 60 min;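 in the data active = inhibition above about 50%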;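 also: GST-tagged GSK-3 alpha with peptide substrate and 25 µM ATP; 0% = DMSO neutral wells and 100% = GW8510 positive control wells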
Target sequence (P49840 whole entry, looked up): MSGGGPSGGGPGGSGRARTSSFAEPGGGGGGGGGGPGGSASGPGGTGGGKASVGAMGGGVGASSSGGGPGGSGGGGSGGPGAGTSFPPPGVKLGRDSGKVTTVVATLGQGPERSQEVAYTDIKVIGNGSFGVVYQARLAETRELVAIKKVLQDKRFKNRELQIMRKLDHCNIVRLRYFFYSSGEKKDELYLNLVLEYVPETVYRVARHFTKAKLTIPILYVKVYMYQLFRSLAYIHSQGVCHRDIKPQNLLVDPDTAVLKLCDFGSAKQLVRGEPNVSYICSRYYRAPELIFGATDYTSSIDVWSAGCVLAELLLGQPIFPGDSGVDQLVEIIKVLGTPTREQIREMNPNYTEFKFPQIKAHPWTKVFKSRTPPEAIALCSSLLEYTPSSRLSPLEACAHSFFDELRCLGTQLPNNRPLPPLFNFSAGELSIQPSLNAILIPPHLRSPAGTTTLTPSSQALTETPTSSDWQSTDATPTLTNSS
HSF1 inhib – HSF1 inhibition. NIH3T3-HGL HSE-luciferase, MG132-induced, luminescence 8 h; stronger effect = lower value. activity change, negative = inhibition, % at 7.5 µM (by protocol). 300,000 compounds, 0.77% hits. AID 2098;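 active = more than half of replicate wells show activity change below -50%, luminescence cut by over half; inconclusive = some wells, but at most half, below -50%; inactive = no replicate well below -50%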;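 also: luciferase reports HSF-1 transcriptional activity via heat shock element; 0% = median of DMSO wells and -100% = zero luminescence signal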
aSyn UTR inh – MLPCN primary screen, SNCA 5' untranslated region. alpha-synuclein 5'UTR reporter, inhibitor activity. inhibition, % (tested at 7.5 µM). 300,000 compounds, 0.82% hits. AID 1813; in the data active = inhibition above about 60%; inconclusive = no clear call, values can overlap the other calls;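 also: H4 neuroglioblastoma cells stably carrying SNCA 5'UTR luciferase fusion; 0% = DMSO wells and 100% = positive control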
HSP90 refold inh – inhibitors of HSP90 luciferase refolding in rabbit reticulocyte lysate; inhibition, % at 5.6 µM; luciferase refolding luminescence, 3 h; AID 1789; 290,000 compounds, 0.91% hits;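 active = inhibition above the screen-wide mean plus 3 SD, computed separately per campaign, cut at about 16% in these data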;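 also: 0% = DMSO wells and 100% = 60 µM geldanamycin wells; inhibitors lower the luminescence because luciferase stays unfolded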
AI-2 QS mod – modulates the Vibrio harveyi AI-2 quorum sensing system | Vibrio harveyi JMH597 AI-2 luminescence/OD600 ratio, 9 h; stronger effect = lower value; strain lacks LuxN and CqsS sensors; 0 = neutral-control median | activity change, % at 7.5 µM | 300,000 compounds, 0.4% hits | AID 2094; in the data active = activity change below about -75%, passing the limit was not always enough; inconclusive = no clear call, values can overlap the other calls;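 also: luminescence divided by OD600 gain over 9 h not by final OD600 alone; inactives centre near 13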
IEC-6 cytotox – IEC-6 cytotoxicity, counter-screen for KLF5 inhibitors; AID 1825; luminescence viability; inhibition, % at 5 µM; 290,000 compounds, 0.78% hits; in the data active = inhibition above about 22%;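 also: 0% = plate median of test compound wells and 100% = cytotoxic reference compound wells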
PolyA inhibitor – blocks polyadenylation in yeast reporter cells; 300,000 compounds, 0.02% hits; AID 1875; calls only at 12 µM; S. cerevisiae SKY197-pL101 polyadenylation reporter, beta-gal luminescence; efflux-impaired pdr1/pdr3 knockout yeast; score 100 = 6 SD above DMSO;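 active = lowest replicate activity score at least 50, where 100 means six control SD above control mean; inconclusive = lowest score under 50 but half or more replicates reach 50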;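 also: yeast exposed to compound for 9 h at 30 °C; higher score means more reporter readthrough which indicates perturbed polyadenylation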
KLF5 inhibitor – inhibitors of KLF5 expression; DLD-1 KLF5 promoter-luciferase reporter, luminescence; AID 1700; inhibition, % at 5 µM; 290,000 compounds, 0.23% hits;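 active = inhibition above a per-plate limit of that plate's mean compound inhibition plus 3 SD, cut at about 60% in these data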;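 also: 0% = DMSO wells and 100% = LY294002 at 200 µM; higher means less KLF5 promoter-driven luciferase light; inactives centre near -14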
GSK3B inh – inhibitors of human GSK3beta kinase | P49841 | GST-GSK3beta kinase, ADP-Glo luminescence, 60 min; stronger effect = lower value | activity score (negative = inhibition), % at 10 µM | 300,000 compounds, 0.038% hits;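 active = more than half of replicate wells score below -50%, meaning over 50% inhibition versus plate controls; inconclusive = some replicates but at most half score below -50%; inactive = no replicate scores below -50%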;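 also: 0% = median DMSO wells and -100% = median GW8510 positive control wells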
Target sequence (P49841 whole entry, looked up): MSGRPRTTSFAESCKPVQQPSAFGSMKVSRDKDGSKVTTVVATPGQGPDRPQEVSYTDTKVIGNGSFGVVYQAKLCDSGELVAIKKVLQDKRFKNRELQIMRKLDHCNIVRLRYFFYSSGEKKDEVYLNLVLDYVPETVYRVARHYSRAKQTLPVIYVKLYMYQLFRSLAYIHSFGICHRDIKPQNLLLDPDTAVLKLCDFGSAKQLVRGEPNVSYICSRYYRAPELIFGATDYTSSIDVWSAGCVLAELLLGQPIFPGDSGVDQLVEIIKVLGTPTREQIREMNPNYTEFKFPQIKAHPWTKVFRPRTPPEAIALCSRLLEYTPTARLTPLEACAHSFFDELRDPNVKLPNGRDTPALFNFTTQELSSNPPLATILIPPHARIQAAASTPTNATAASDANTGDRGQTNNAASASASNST
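test system = GST-tagged human GSK3beta kinase, cell-free | reagent = 25 µM ATP with peptide substrate | dosing = one dose of 10 µM per compound | schedule = 60 min reaction, RT | detection = luminescent ADP-Glo measurement of ADP formed | control set = DMSO neutral wells and GW8510 at 20 µM as positive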
HSF1 activator – increases HSF-1 driven luciferase reporter signal. AID 504408. 300,000 compounds, 1.7% hits. NIH3T3-HGL HSF-1 luciferase reporter, MG132, 8 h; 100% = twice DMSO control signal. activation, % at 9 µM;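 active = mean replicate activation of at least 50% with a set share of replicates each reaching 50%; inconclusive = only one of those two conditions met; inactive = mean below 50% and too few replicates reaching it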;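 also: 0% = median of the neutral control wells and 100% = twice that signal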
* = called active by the depositor; i = inactive; ? = inconclusive; · = not tested or not shown. A portion of the library. The share of hits here may be higher or lower than overall.

SMILES	GSK3A inh	HSF1 inhib	aSyn UTR inh	HSP90 refold inh	AI-2 QS mod	IEC-6 cytotox	PolyA inhibitor	KLF5 inhibitor	GSK3B inh	HSF1 activator
CCC1CCCCN1C(=S)NC(=O)c1cc(S(=O)(=O)N2CCOCC2)ccc1C (stereo unspecified)	·	6	-16	3	-2	7	i	13	-5	-1
COc1ccccc1N(CC(=O)Nc1ccccc1C(=O)N1CCCC1)S(C)(=O)=O	·	3	-7	0	1	-5	i	-9	6	2
O=C(c1cccc(Cl)c1Cl)N1CCN(c2ccccn2)CC1	-1	0	20	-1	-7	-4	i	-17	0	27
CN(Cc1ccccc1)C(=O)c1[nH]cnc1C(=O)N[C@@H](Cc1ccccc1)C(=O)OCc1ccccc1	-2	12	20	5	12	-6	i	12	0	9
Cc1ccc(NC(=O)C(=O)NCc2ccco2)c(C)c1	-3	3	-101	-2	8	-2	i	-9	-1	13
CCCCCn1c(=O)c(C(=O)OCC)c(O)c2ccccc21	·	2	8	0	4	0	i	-22	0	20
COc1ccc(CCCc2n[nH]c(=S)o2)c(C)c1	-2	4	12	1	2	1	i	-29	-2	1
O=C(CC(=O)N/N=C\c1ccccc1[N+](=O)[O-])NCCc1ccccc1	·	-4	6	2	5	-3	i	-31	5	16
Cc1ccc(SCCNC(=O)/C=C/c2ccc([N+](=O)[O-])cc2)cc1	-3	0	25	5	29	4	i	2	-2	-5
CC(NC(=S)Nc1ccccc1)C(c1cccs1)N1CCOCC1 (stereo unspecified)	1	18	4	-4	-2	1	i	-49	-2	32
CC(NC(=O)CNC(=O)[C@@H]1Cc2ccccc2CN1)c1ccccc1 (stereo partly specified)	0	-5	4	0	12	0	i	6	-1	8
O=C(CN1CCN(c2ccccc2)CC1)Nc1ccc(Oc2ccccc2)cc1	-6	-5	11	3	-6	0	i	-3	-1	6
CCOC(=O)c1sc(NC(=O)c2cc3n(n2)C(C(F)(F)F)CC(c2ccccc2)N3)c(C(=O)OCC)c1C (stereo unspecified)	-1	-9	15	-1	42	-3	i	-14	0	-3
CS/C(N)=N/N=C/c1cc(Br)cc(Br)c1O	-2	-1	-25	2	15	3	i	-11	0	-14
CCCN1CCN(C(=O)Nc2cccc(C(F)(F)F)c2)CC1	0	-16	-20	1	13	-4	i	-13	2	-32
COc1cc(CNc2ccc(N3CCN(C(C)=O)CC3)cc2)ccc1OCc1ccccc1	0	17	-38	-4	3	-6	i	-57	1	16
COc1cccc2sc(/N=C/N(C)C)nc12	0	0	-81	3	25	4	i	-38	-1	13
Cn1c2c(c3ccccc31)CCSC2=O	·	7	-24	-1	12	5	i	-4	1	12
CNC(=O)c1ccccc1Sc1ccccc1CO	-1	-1	-8	-4	9	-1	i	-35	2	9
C=CCn1c(COc2ccccc2C)nnc1SCC(=O)O	4	5	10	1	-23	0	i	-14	-1	1
COc1cc(OC)cc(C(=O)N2CCC(C(=O)c3ccc(F)cc3)CC2)c1	-1	-5	6	3	16	0	i	0	-3	-1
CCN(CC)C(=O)CSc1nc(-c2ccco2)cc(C(F)(F)F)c1C#N	-1	1	7	0	13	1	i	-13	0	-9
CCc1ccc(C(=O)OCC(=O)NCC(F)(F)F)cc1	-5	16	6	-1	11	3	i	-6	1	11
CCOC(=O)c1cc2sc(C)cc2n1CC(=O)Nc1ccc2c(c1)OCCO2	1	3	-12	0	14	-2	i	2	0	41
Nc1ccc2oc(=O)c(-c3ccccc3)cc2c1	-1	10	-47	-2	19	1	i	-45	-20	7
NS(=O)(=O)c1ccc(NC(=O)/C=C/c2cccs2)cc1	6	4	-43	1	18	4	i	-32	3	3
C/C=C(\C)C(=O)N1CC2(CC(c3cccc(NC(=O)CCCCC)c3)=NO2)C[C@@H]1C(N)=O (stereo partly specified)	-3	3	-4	·	14	·	i	·	-2	-15
COc1cccc(C(=O)COC(=O)c2ccc(NC(C)=O)cc2)c1	-1	4	-10	3	-56	2	i	-12	2	-7
O=C1C2C3C=CC(C3)C2C(=O)N1c1ccc(S(=O)(=O)Nc2nccs2)cc1 (stereo unspecified)	2	3	17	-4	-5	-5	i	-13	-5	3
COc1cc([N+](=O)[O-])ccc1NC(=S)NNC(=O)c1ccc2c(c1)OCO2	2	-3	-1	1	25	-2	i	-26	-7	-14
CC(=O)c1ccc(Nc2nc(=O)c3cccnc3s2)cc1	6	17	-124	2	3	1	i	-85	-2	29
O=C1/C(=C\c2ccc(-c3ccccc3[N+](=O)[O-])o2)C(c2ccccc2)=NN1c1ccccc1	-3	10	-11	0	10	-3	i	0	3	19
Cc1ccc(C2/C(=C(/O)c3ccc(Br)cc3)C(=O)C(=O)N2Cc2ccco2)o1 (stereo unspecified)	-3	3	-7	7	2	-7	i	0	2	14
CC(=O)c1ccc(N(C(=O)c2csnn2)C(C(=O)NC(C)(C)C)c2cccs2)cc1 (stereo unspecified)	-1	-1	-8	0	12	-5	i	-9	-3	1
CN1CCN(NC(=O)Nc2ccc(F)cc2)CC1	-3	-6	7	-4	14	-1	i	-8	0	4
Cc1ccccc1C(=O)N1CCN(CCNC(=O)C(=O)Nc2ccc(Br)cc2)CC1	0	3	-10	-2	-12	5	i	7	1	-1
CCn1c(C)nc2cc(S(=O)(=O)C(F)(F)F)ccc21	-4	-7	6	-1	0	9	i	-3	0	7
Cc1ccc(Cl)cc1N1CCN(Cc2cc3c(cc2O)CCC3)CC1	-2	-23	4	0	21	-2	i	-6	2	-41
COc1ccc(NC(=O)CN(C)C(=O)CSCC(=O)Nc2ccc(C)cc2)cc1	-1	0	-3	·	-1	·	i	·	1	19
O=C(/C=C/c1ccco1)Nc1cccc2cccnc12	-1	28	-168	5	14	-13	i	-13	-1	50
O=[N+]([O-])c1ccc(NC(=S)N2CCN(c3ccccn3)CC2)cc1	-1	3	14	0	20	2	i	1	3	7
CO/N=C/c1ccc(Sc2ccccc2)c([N+](=O)[O-])c1	0	-2	15	2	14	-4	i	-42	-2	-12
COc1cc(S(=O)(=O)Nc2ncccc2C)c(OC)cc1Cl	-3	10	-13	0	19	-3	i	-10	0	-2
Clc1ccc(OCCCN2CCCC2)cc1Cl	-3	4	-21	1	0	2	i	-15	2	11
c1coc(CNc2nc3ccccc3s2)c1	-2	30	-137	12	23	-5	i	-127	0	80*
CCNS(=O)(=O)c1ccc(CCC(=O)N2CCN(c3ccccc3)CC2)cc1	-5	2	-3	3	13	2	i	-9	2	-2
Cc1c(C(=O)N2CCC2)oc2ccc(Br)cc12	1	2	-36	·	·	·	i	·	·	4
O=c1ccc2ccc(Oc3ccc([N+](=O)[O-])cc3Cl)cc2o1	3	·	·	0	0	2	·	-1	1	·
CCOC(=O)c1ccccc1NC(=O)CSc1nccn1C	2	-5	9	2	22	7	i	-11	0	6
CCCc1cc(C(=O)Nc2cccc([N+](=O)[O-])c2)cs1	3	25	-105	1	27	1	i	-110	3	?
Cc1ccc(NC(=O)/C=C/C(=O)O)c(NC(=O)c2ccccc2)c1	1	5	5	-1	-6	-3	i	-12	0	3
COc1cc2c(cc1OC)-c1cc(NC3CCCCCC3)nc(=O)n1CC2	-2	0	48	0	17	5	i	-44	4	-5
COc1ccc(CN2CCNC(=O)C2CC(=O)N2CCCO2)c(OC)c1 (stereo unspecified)	-2	0	-30	1	24	1	i	-9	2	-1
Cc1cccc(NC(=O)c2cc(Cl)sc2Cl)c1C	-3	11	6	3	10	-4	i	-2	2	7
CCOC(=O)NCc1ccccc1	-2	5	5	-3	1	1	i	-10	2	24
Cc1csc(SCC(=O)NCCc2ccc(Cl)cc2)n1	-6	-7	15	-4	0	-4	i	-10	-1	20
CCCC1(C(=O)O)NC(c2ccc(OC)cc2O)C2C(=O)N(c3ccc(OC)cc3)C(=O)C21 (stereo unspecified)	-2	-1	-7	-4	14	-14	i	-9	1	-7
CCCCCN1CC(O)=C(c2nc(-c3ccc(Cl)cc3)cs2)C1=N	3	-5	-1	-4	30	-6	i	-29	4	-2
C=CCN(CC(=O)c1sc(C(=O)OCC)nc1C)c1cccc(Br)c1	0	7	3	·	0	·	i	·	1	-4
Cn1nc(C(=O)NNC(=O)CCc2ccccc2Cl)c2ccccc2c1=O	0	5	14	·	23	·	i	·	-2	19

Printed as active in HSF1 activator (from the list above):
SMILES,GSK3A inh,HSF1 inhib,aSyn UTR inh,HSP90 refold inh,AI-2 QS mod,PolyA inhibitor,KLF5 inhibitor,GSK3B inh,HSF1 activator
c1coc(CNc2nc3ccccc3s2)c1,-2,30,-137,12,23,i,-127,0,80*

Following part:
SMILES	GSK3A inh	HSF1 inhib	aSyn UTR inh	HSP90 refold inh	AI-2 QS mod	IEC-6 cytotox	PolyA inhibitor	KLF5 inhibitor	GSK3B inh	HSF1 activator
CC12CC3CC(C)(C1)CC(C(=O)NCc1cccnc1)(C3)C2	1	-5	17	2	17	-5	i	-19	-2	-5
CCOC(=O)c1c(N)nn(C(=O)CC)c1-c1ccccc1	2	-8	6	0	2	1	i	0	1	10
CN(C)CCN1C(=O)C(=O)/C(=C(/O)c2ccccc2)C1c1ccccc1F (stereo unspecified)	-1	2	3	1	4	4	i	8	1	-2
Fc1ccccc1C(c1nnnn1Cc1ccc2c(c1)OCO2)N1CCN(Cc2ccco2)CC1 (stereo unspecified)	0	7	-13	-2	-9	-6	i	-10	0	-2
Cc1c(Br)c(C(F)(F)F)nn1CC(=O)NCC1CCCO1 (stereo unspecified)	-4	-4	-28	2	-9	-5	i	-18	0	1
CCCC(=O)NC(c1ccc(N(C)C)cc1)c1ccc2cccnc2c1O (stereo unspecified)	2	45	62	14	-90*	63*	i	82*	-3	?
Cc1occc1C(=O)Nc1nn[nH]n1	-1	-2	6	-1	22	1	i	-13	1	-3
CN(CC(=O)Nc1ccc(Cl)c(C(F)(F)F)c1)C(=O)/C=C/c1ccco1	-4	6	-16	0	15	-4	i	-25	-2	18
CCOC(=O)C1CN(S(=O)(=O)c2cc(OC)ccc2OC)C1	-1	-14	-20	-2	17	-3	i	-2	-3	-4
Cc1cccc(NC(=O)CCOc2ccccc2)c1C	-2	0	-2	-3	5	2	i	-38	1	0
CNS(=O)(=O)c1cc(-c2nnc(N3CCOCC3)c3ccccc23)ccc1C	-3	-1	-3	·	19	·	i	·	1	10
O=C(Nc1nccs1)c1ccc2ccccc2c1	0	35	-114	4	6	-1	i	-154	-2	42
Cc1ccc(Nc2nc(NCCO)nc(N3CCCC3)n2)cc1	-3	3	25	·	-1	·	i	·	3	-7
COc1ccccc1NC(=O)C(C)OC(=O)CCC1CCCCC1 (stereo unspecified)	-3	-8	-8	-3	19	-5	i	-5	-1	-1
